Bioassay records as filed in PubChem.
14-3-3g Raf: modulators of human 14-3-3 gamma - Raf peptide interaction | P61981 | FP, 14-3-3gamma / TMR-pS259-Raf peptide binding | inhibition, % at 40 µM | 160,000 tested, 0.19% active; in the data active = inhibition above about 30%;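 also: 0% = protein plus tracer without compound and 100% = blank with tracer alone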
Target sequence (P61981 whole entry, looked up): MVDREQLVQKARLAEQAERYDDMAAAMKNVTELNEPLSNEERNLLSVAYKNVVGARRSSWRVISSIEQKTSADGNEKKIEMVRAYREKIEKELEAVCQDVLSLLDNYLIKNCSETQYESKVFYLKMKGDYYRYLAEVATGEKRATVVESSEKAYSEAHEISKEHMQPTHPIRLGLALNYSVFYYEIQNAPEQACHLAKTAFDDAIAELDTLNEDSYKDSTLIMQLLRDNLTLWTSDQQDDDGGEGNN
* = called active by the depositor; & = joins results of further samples. Only part of the results is shown, so the mix of outcomes need not match the whole.

14-3-3g Raf	SMILES
0.7	c1ccn2cc(CSc3nnc4ccccn34)nc2c1
-2.0	c1ccc(N(c2ccccc2)c2nc(-n3ccnc3)nc(-n3ccnc3)n2)cc1
-12.5	COc1ccc(C2c3c(-c4cc(Cl)c(C)cc4O)n[nH]c3C(=O)N2Cc2cccnc2)cc1OC (configuration not stated)
-0.5	Cc1ccc(C)c(NC(=O)Cn2nnc(C(=O)Nc3c(C)cccc3C)c2N)c1
1.4	CCN1C(=O)c2ccc(S(=O)(=O)N3CCCCCC3)c3cccc1c23
-3.7	Cc1cc2ccccc2n1CCNC(=O)c1cccc(Cl)c1
-3.9	Nc1c(C(=O)NCCc2ccc(S(N)(=O)=O)cc2)sc2nc3c(cc12)CCCC3
-5.7	Cc1cccc(-n2nc3c(c2NC(=O)c2ccc(Br)o2)CS(=O)C3)c1C (configuration not stated)
-55.0	O=C(Nc1ccc2oc(-c3ccccc3Cl)nc2c1)c1ccc(-c2cccc([N+](=O)[O-])c2)o1
-1.8	CCOc1ccccc1NC(=O)c1c(NC(=O)Cc2ccccc2)sc2c1CCCCC2
2.8	Cc1ccc(NC(=O)C2CCCN(S(=O)(=O)c3cccc4nsnc34)C2)nc1 (configuration not stated)
-1.1	Cc1nc2ccccn2c1C(=O)c1ccccc1
-5.6	O=C(CN1CCN(Cc2ccc3c(c2)OCO3)CC1)c1ccc(F)cc1
-154.7	CC(=O)N1CCc2c(sc(NC(=O)c3ccc(S(=O)(=O)N4CCCC4)cc3)c2C(N)=O)C1
-7.1	COc1ccc(C(F)(F)F)cc1NC(=O)c1nc2nc(C)cc(C(F)F)n2n1
-4.3&-6.7	CCOC(=O)c1ccc(-c2n[nH]c(=O)c3ccccc23)cc1
-6.1	COc1ccc2cc3cc(C(=O)Nc4cccc(C#N)c4)sc3nc2c1
1.1	CC1CCCC(Nc2ccc(N3C(=O)C4C5C=CC(C5)C4C3=O)cc2[N+](=O)[O-])C1C (configuration not stated)
-3.7	CCC(=O)N1CCc2cc(S(=O)(=O)NC(C)C)ccc21
0.4	Cc1c(C(=O)N2CCN(c3ccccn3)CC2)oc2ccccc12

The final 6 compounds of the part before come first, to join the parts:
14-3-3g Raf	SMILES
-7.1	COc1ccc(C(F)(F)F)cc1NC(=O)c1nc2nc(C)cc(C(F)F)n2n1
-4.3&-6.7	CCOC(=O)c1ccc(-c2n[nH]c(=O)c3ccccc23)cc1
-6.1	COc1ccc2cc3cc(C(=O)Nc4cccc(C#N)c4)sc3nc2c1
1.1	CC1CCCC(Nc2ccc(N3C(=O)C4C5C=CC(C5)C4C3=O)cc2[N+](=O)[O-])C1C (configuration not stated)
-3.7	CCC(=O)N1CCc2cc(S(=O)(=O)NC(C)C)ccc21
0.4	Cc1c(C(=O)N2CCN(c3ccccn3)CC2)oc2ccccc12
-17.3	CCCN(CCC)C(=O)c1c[nH]c2ccc(S(=O)(=O)Nc3ccc4c(c3)OCCO4)cc2c1=O
-0.7	COC(=O)CSc1ccc2nnc(-c3ccc(F)cc3)n2n1
2.9&-5.5	COc1ccccc1N1C(=O)CC(Nc2ccc(N3CCOCC3)cc2)C1=O (configuration not stated)
-5.0	CCn1c(COc2ccccc2C)nnc1SCC(=O)NC1CCCC1
4.0	CN(Cc1ccccc1)S(=O)(=O)c1ccc(F)c(C(=O)Nc2ccc(C(F)(F)F)cc2)c1
-1.2	COc1cccc(-n2c(SCC(=O)Nc3ccc(C)cc3C)nc3c([nH]c4ccccc43)c2=O)c1
-5.7	Cc1ccc(-n2c(N)c(C(=O)N3CCOCC3)sc2=S)c(C)c1
4.2	CCC(C(=O)NCc1ccc(OC)cc1OC)N1C(=O)CSc2ccc(C(C)(C)C)cc21 (configuration not stated)
-11.1	Cc1c(Cl)cccc1-c1ccc(C(=O)N2CCN(c3ccc(Cl)cc3[N+](=O)[O-])CC2)o1
-2.7	CCOC(=O)c1ccc(NC(=O)CSc2nnc(CNC(=O)c3c(F)cccc3Cl)o2)cc1
-3.2	COc1cc2[nH]c(=S)nc(Nc3ccc(Oc4ccc(Cl)cc4)cc3)c2cc1OC
-5.5	CC(=O)CCc1c(C)nc2c(C)cccc2c1Cl
-5.6	N#CCCn1c(SCC(=O)NCC2CCCO2)nc2ccccc21 (configuration not stated)
-1.4	CC1CCC2C(=O)N(c3ccc(NCCC4=CCCCC4)c([N+](=O)[O-])c3)C(=O)C2C1 (configuration not stated)
-1.4	CCCn1cnc2sc(C(=O)N3CCN(c4cccc(Cl)c4)CC3)c(C)c2c1=O
-8.4	CCC(=O)N1c2ccc(S(=O)(=O)NCc3cccc(OC)c3)cc2CC1C (configuration not stated)
-6.0	COC(=O)c1c(NC(=O)c2cc([N+](=O)[O-])ccc2Cl)sc2c1CCC(C)C2 (configuration not stated)
-2.3	C=C(C)CNCC1OCCc2ccccc21 (configuration not stated)
-3.0	Cc1ccc2nc(C)c(Cl)c(=O)n2c1
-11.6	Cc1ccc(NC(=O)c2cnc3n(c2=O)CCS3)cc1
-7.0	Nc1ccc(Oc2ccc(Oc3ccc(N)cc3)cc2)cc1
-1.0	Cc1ccc(NC(=O)CSc2nc3ccccc3c(=O)n2CCc2ccc(S(N)(=O)=O)cc2)cc1Cl
-8.9	CCCCNC(=O)C1c2ccccc2C(=O)N(C)C1c1cn(C)c2ccccc12 (configuration not stated)
6.8&-2.2	CCOCCCNC(=O)C1CCN(C(=O)N(C)C)CC1
-2.3	Cc1nc2nc(COc3ccccc3)[nH]n2c(=O)c1C
3.8	CCc1cc2c3c(c(=O)oc2cc1OC)CCCC3
2.2	O=C(O)CN1N=C(c2ccccc2)CCC1=O
-1.0	O=C(c1cccc(Cl)c1)N1CCSC1=S
0.5	NC(=O)C1CCN(C(=O)CN2CCN(c3cccc(C(F)(F)F)c3)CC2)CC1
-3.0	Cc1ccc(C(=O)Oc2c(S(=O)(=O)c3ccc([N+](=O)[O-])cc3)c(C)nn2-c2ccccc2)cc1C
-4.9	COc1ccc(-c2cc(C)nc(SCC(=O)c3ccccc3)n2)cc1
3.6	CC(C)CN(CC(C)C)c1ccc([N+](=O)[O-])cc1C1Oc2c1c(=O)n(C)c(=O)n2C (configuration not stated)
-2.9	CCc1ccc(OCC(=O)Nc2cc3oc4ccccc4c3cc2OC)cc1
1.2	O=C(CSc1nccn1-c1cccc(Cl)c1)Nc1ccc(OC(F)(F)F)cc1
-5.1	CCOC(=O)c1c(C)oc2c1c(C(c1cccnc1)N1CCN(C)CC1)c(O)c1ccccc12 (configuration not stated)
-4.2	CCC(=O)NC(c1ccco1)c1c(O)ccc2ccccc12 (configuration not stated)
-4.3&-2.8	N#CCSc1nc(N)c(C#N)c(C2CCCCC2)c1C#N
-11.2	CCC1CCCCN1CCn1c(=S)[nH]c2c(sc3ccccc32)c1=O (configuration not stated)
0.2	COc1ccc(C2CC(=O)C3=C(C2)Nc2ccccc2N(C(=O)C(F)(F)F)C3c2cccc(OC)c2)cc1 (configuration not stated)
1.6	CCCCOC(=O)Nc1nc2ccc(OC)cc2s1
0.7	O=C(NCc1ccco1)c1cc(-c2cccnc2)nc2ccccc12
-4.0	CCOc1ccc(NC(=O)C2c3cc(OC)c(OC)cc3C(=O)N3CCc4ccccc4C23)cc1 (configuration not stated)
-7.2	COc1cc(C(=O)Nc2ccc3c4c(cccc24)CC3)cc(OC)c1OC
-0.9	CCCCCn1c(=O)[nH]c2cc(C(=O)NCCN3CCCC3)ccc2c1=O
-38.5	O=C(CC1N=C2c3ccccc3N=C(SCc3cccc(F)c3)N2C1=O)NCCc1ccccc1 (configuration not stated)
-0.4	O=S(=O)(c1ccc(F)cc1)N1CCc2[nH]c3ccccc3c2C1
-20.5	COc1cc(C(=O)NCC(=O)OCC(=O)c2ccc[nH]2)cc(OC)c1OC
8.9	O=C(CSc1nnc(-c2cccs2)o1)OCc1ccccc1
1.2	CCOC(=O)c1sc2nc(N3CCOCC3)c3c(c2c1N)CCN(C)C3
-3.9	CC(=O)OCC(=O)[C@@]1(OC(C)=O)[C@@H](C)C[C@H]2[C@@H]3C[C@H](F)C4=CC(=O)C=C[C@]4(C)[C@@]3(F)[C@@H](O)C[C@@]21C
0.4	CCOc1ccccc1CNC(=O)c1oc2ccc(S(=O)(=O)N3CC(C)CC(C)C3)cc2c1C (configuration not stated)
3.7	CC1(C)CC2(CC(C)(c3csc(Nc4ccccc4)n3)OC2=O)C(=O)O1 (configuration not stated)
-72.2	COc1ccc(C2C3=C(CCCC3=O)N=C3c4ccccc4C(=O)C32)cc1 (configuration not stated)
-4.5	CC#CCOC(=O)c1c(C)nc2sc3c(c2c1N)CCC(O)C3 (configuration not stated)
-14.0	Cc1sc(NC(=O)CSc2nnc(C)c(=O)[nH]2)c(C#N)c1C
-2.8	CCc1cccc(C)c1-n1nnnc1C(C)(C)N(C)C
-1.1	Nc1nc(N)nc(Oc2ccccc2)n1
1.6	COC(=O)c1nn(-c2c(C)n(C)n(-c3ccccc3)c2=O)cc1O
-10.9	COc1ccc(N2CCN(C(=O)c3ccc(NS(=O)(=O)c4cccc(F)c4)cc3)CC2)cc1
-9.2	O=C1CC(N2CCOCC2)C(=O)N1c1ccc(OC(F)(F)Cl)cc1 (configuration not stated)

Arranged by molar mass (rising): some entries from above
14-3-3g Raf	SMILES
-0.4	O=S(=O)(c1ccc(F)cc1)N1CCc2[nH]c3ccccc3c2C1
-72.2	COc1ccc(C2C3=C(CCCC3=O)N=C3c4ccccc4C(=O)C32)cc1 (configuration not stated)
-20.5	COc1cc(C(=O)NCC(=O)OCC(=O)c2ccc[nH]2)cc(OC)c1OC
0.4	CCOc1ccccc1CNC(=O)c1oc2ccc(S(=O)(=O)N3CC(C)CC(C)C3)cc2c1C (configuration not stated)

Next section
14-3-3g Raf	SMILES
-1.4&0.3	O=C(CCCOc1ccc(Cl)cc1)N1CCOCC1
5.6	CCOc1ccc(-n2c(=O)c3c4c(sc3n(CC(=O)N(CC)CC)c2=O)CCCCC4)cc1
-2.7	Cc1ccc(NC(=O)C2CCCN2S(=O)(=O)c2cccc3cccnc23)cc1F (configuration not stated)
-3.5	Cc1ccc(C)c(Nc2nnc(-c3ccc(C)c(S(=O)(=O)N4CCOCC4)c3)c3ccccc23)c1
-5.8	O=C(COc1cccc2ccccc12)Nc1ccccc1I
-10.3	CCNS(=O)(=O)c1ccc(NC(=O)Cc2ccc(F)cc2)cc1
-3.9	O=C(c1ccc(N2C(=O)C3C4C=CC(C4)C3C2=O)cc1)N1CCOCC1 (configuration not stated)
-7.5	CC1(C)CC(=O)C2=C(C1)Nc1nc(SCc3ccc(Cl)cc3)[nH]c(=O)c1C2c1ccc([N+](=O)[O-])cc1 (configuration not stated)
2.4	CCC(=O)N1CCc2cc(S(=O)(=O)CCC(=O)Nc3c(C)cc(C)cc3C)ccc21
-17.5	CCCCN(CC)C(=O)Cn1ccc2ccccc2c1=O
4.5	N#Cc1ccc(CSc2nnc(-c3ccncc3)n2CCc2ccccc2)cc1
-3.2	CC(=O)N(C)c1ccc(NC(=O)COc2ccc(Cl)cc2)cc1
-9.8	COc1ccc2[nH]c3c(N(C)C)ncnc3c2c1
2.4&-3.2	Cc1ccc(S(=O)(=O)N2CCN(C(=O)CN3CCN(C)CC3)C2)cc1
3.2	CC(=O)Nc1ccccc1C(=O)C(=O)NCCc1ccccc1
-2.3	COC(=O)C(O)(c1ccc(N(C)C(C)=O)cc1)C(F)(F)F (configuration not stated)
3.0	CC(C(=O)c1ccccc1)C1(O)C(=O)Nc2ccc(Cl)cc21 (configuration not stated)
5.8	Cc1cc(NC(=O)NC(=O)c2cccc(OC(F)(F)C(F)F)c2)n[nH]1
-6.5	Cc1ccc(C2=NN(CC(=O)N3CCC(Cc4ccccc4)CC3)C(=O)CC2)cc1
0.4	Cc1cccc(NC(=O)CC2NCCNC2=O)c1 (configuration not stated)
16.5	NCCC(=O)N1c2ccccc2Sc2ccc(C(F)(F)F)cc21
-5.0	CCOC(=O)c1cccc(NC(=O)C2CCCO2)c1 (configuration not stated)
-3.9	O=[N+]([O-])c1ccc(O)c(P(=O)(c2ccccc2)c2ccccc2)c1
-0.7	COc1ccccc1C(=O)Nc1cc2cccc(OC)c2oc1=O
-8.2	O=C(Nc1nnc(C2CCCCC2)s1)c1ccccc1I
-1.8	Cc1nc2c(C(=O)N3CCN(c4ccccn4)CC3)cnn2c(C)c1Cc1cccc(Cl)c1
-5.2	Cc1ccc(S(=O)(=O)Nc2ccc(Br)cc2C(=O)c2cccc(Cl)c2)cc1
-12.2	Cc1ccc(C)c(-n2c(CCC(=O)O)ccc2-c2ccc(F)cc2)c1
-5.0	CCOC(=O)N1CCN(S(=O)(=O)c2ccc(C(=O)Nc3nc4ccccc4s3)cc2)CC1
0.8	Fc1cccc(CN2CCCCCCC2)c1
-10.4	COC(=O)c1ccc(NC(=O)CSc2n[nH]c(CC(C)C)n2)cc1
-9.9	COC(=O)[C@H](C)NC(=O)Nc1ccc(OC)c(OC)c1
-17.1	COc1ccc(CCn2c(N)cc(=O)[nH]c2=S)cc1OC
1.1	CC(C(=O)OC1CC2CCC1(C)C2(C)C)N1C(=O)CCC1=O (configuration not stated)
-9.9	COCCNC(=O)c1cn(C)c(=O)c2c1c1ccccc1n2C
-7.1	CCNC(=O)c1c(NC(=O)c2cccc(Cl)c2)sc2c1CCC(C(C)(C)C)C2 (configuration not stated)
-1.0	CC=CCOC(=O)C1=C(C)NC(=O)NC1c1cccc(OCC)c1 (configuration not stated)
3.5	Cc1cccn2c(=O)c3cc(C(=O)NCc4cccnc4)c(=N)n(C)c3nc12
-1.9	COc1ccc(Br)cc1CN1CCN(Cc2ccc(OC)c(OC)c2OC)CC1
-4.6	O=C(NCc1ccco1)NCC(F)(F)F
-6.7	CCC(=O)c1ccc(OCC(O)CN2CC(C)OC(C)C2)cc1 (configuration not stated)
9.7	CCn1ncc(C2=NOC(C(=O)Nc3cnn(C45CC6CC(CC(C6)C4)C5)c3)C2)c1C (configuration not stated)
-3.1	COc1ccc(-c2cc(C(F)(F)F)n3nc(C(=O)Nc4ccccc4C)cc3n2)cc1OC
-9.8	CC(=O)c1cccc(NC2=CC(=O)CC(C)(C)C2)c1
-7.4	Cc1ncc(CO)c2cc(C(N)=O)c(=Nc3ccc(C(N)=O)cc3)oc12
-10.9	O=C(CSc1ncn[nH]1)Nc1nc(-c2ccccc2)ns1
-14.4	Cc1cccc(C(C)C)c1NC(=O)C1c2ccccc2Oc2ccccc21
